GPR55 LPI antagonism: GPR55 antagonists blocking LPI-driven arrestin recruitment, primary screen, imaging, U2OS, beta-arrestin-GFP, LPI agonist (AID 2013) | U2OS GPR55 beta-arrestin-GFP translocation imaging, LPI antagonism; higher % means a stronger effect | one-dose inhibition, % at 10 µM; IC50 in µM for titrated hits | 0.13% of 290,000 active;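 active = spots per cell inhibited over 60%, with over 100 cells counted and total cytoplasm intensity under 500,000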;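 also: U2OS cells stably carrying GPR55 and arrestin-GFP stimulated by 5 µM LPI near EC80; imaged beta-arrestin-GFP aggregate spots per cell after agonist stimulation; plate controls were LPI-stimulated DMSO wells for no effect and DMSO wells without LPI for full effect; some results filed as inactive read as strong as hits; confirmed hits need IC50 under 10 µM and bright autofluorescent wells are also inconclusive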
GPR55 activation: selective activators of receptor GPR55 – imaging, U2OS cells, beta-arrestin-GFP redistribution, primary screen (AID 1961); U2OS GPR55 beta-arrestin-GFP redistribution imaging; higher % means a stronger effect; activation, % at 10 µM, or EC50 in µM where a hit was titrated; 0.048% of 290,000 active;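 active = activation above 40% with more than 50 cells counted in the well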;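 also: U2OS osteosarcoma cells stably expressing GPR55 and beta-arrestin-GFP; plate controls were DMSO negative control for no effect and LPI positive control for full effect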
NOD1 inhibition: inhibition of NOD1-driven NF-kB reporter – cell-based, luminescence, uHTS, primary screen (AID 1578); NOD1-driven NF-kB luciferase reporter cells, luminescence; higher % means a stronger effect; inhibition, % at 4 µM; hits with a dose series show EC50 in µM; 1% of 290,000 active; in the data active = inhibition mostly above about 36%, no sharp cut-off; inactive = mostly below about 34%;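 also: HEK-293T reporter cells stimulated with the NOD1 agonist gamma-tri-DAP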
UTI89 phage lysis: inhibition of K1F phage lysis, E. coli UTI89, bacterial capsule biogenesis inhibitors, alamar blue (AID 488966). E. coli UTI89 K1F phage lysis, alamar blue, 2 h; higher % means a stronger effect. inhibition, % at 100 µM; hits with a dose series show IC50 in µM. 0.02% of 340,000 active;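 active = phage lysis inhibition, versus mean bacterial control, above a set limit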;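 also: capsule biogenesis inhibitors block K1F phage lysis so surviving cells raise fluorescence; higher fluorescence means more inhibition of phage lysis; actives were called in the ten point dose series up to 300 µM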
KOR beta-arrestin-1: KOR agonists, beta-arrestin recruitment, primary screen, cell-based, luminescence, uHTS (AID 1777) | activation, % at 10 µM; hits with a dose series show EC50 in µM | KOR beta-arrestin recruitment, luminescence; higher % means a stronger effect | 0.02% of 280,000 active; in the data active = activation above about 50%, passing the limit was not always enough; also: a part of the inactive calls stands beside numbers as strong as those of hits
NTR1 agonist: agonists of NTR1, primary screen, imaging, U2OS cells, beta-arrestin-GFP, high content (AID 493036); NTR1-U2OS beta-arrestin-GFP spot imaging, agonist mode; activation, % at 20 µM; 0.17% of 330,000 active;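 active = activation at or above 40% of the spot to cytoplasm intensity ratio, with at least 20 cells analyzed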;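 also: 0% = DMSO without peptide and 100% = 100 nM NTR1 peptide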
Target sequence (P30989 whole entry, looked up): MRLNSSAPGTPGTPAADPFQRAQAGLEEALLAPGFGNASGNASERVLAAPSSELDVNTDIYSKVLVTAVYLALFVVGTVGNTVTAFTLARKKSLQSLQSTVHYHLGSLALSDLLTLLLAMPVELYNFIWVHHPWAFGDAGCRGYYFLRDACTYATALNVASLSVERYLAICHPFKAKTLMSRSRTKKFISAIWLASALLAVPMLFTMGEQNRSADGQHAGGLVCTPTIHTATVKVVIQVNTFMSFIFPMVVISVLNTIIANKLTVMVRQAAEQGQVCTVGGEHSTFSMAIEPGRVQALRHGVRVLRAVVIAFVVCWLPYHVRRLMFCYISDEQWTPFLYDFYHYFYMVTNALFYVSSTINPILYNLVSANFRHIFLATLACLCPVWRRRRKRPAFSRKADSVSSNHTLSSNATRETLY
GPR35 arrestin U2OS: GPR35 antagonists blocking zaprinast-driven arrestin recruitment, primary screen, imaging, U2OS, beta-arrestin-GFP, zaprinast agonist (AID 2058); U2OS GPR35 beta-arrestin-GFP translocation imaging, zaprinast antagonism; higher % means a stronger effect; inhibition, % at 10 µM; hits with a dose series show IC50 in µM; 0.052% of 290,000 active;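 active = inhibition of at least 50% with at least 30 cells and total cytoplasm GFP at most 10,000,000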
KOR beta-arrestin-2: KOR antagonists, beta-arrestin recruitment, cell-based, luminescence, uHTS (AID 1778); KOR beta-arrestin recruitment, luminescence, antagonist mode; higher % means a stronger effect; inhibition, % at 10 µM, or IC50 in µM where a hit was titrated; 0.091% of 290,000 active; in the data active = inhibition above about 50%; also: strong numbers were not always called active
MgcRacGAP inhibition: MgcRacGAP GTPase-activating activity inhibitors, confirmation, biochemical, ADP Hunter fluorescence | inhibition, % at 30 µM, or IC50 in µM where a hit was titrated | MgcRacGAP-stimulated Rac1 GTP hydrolysis, ADP Hunter fluorescence; higher % means a stronger effect; GST-tagged Rac1 F28L mutant substrate | 0.6% of 340,000 active;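 active = first-screen hits whose inhibition reached a set limit at any dose in the follow-up dose series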;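 also: fluorescence reports GDP produced by GAP-driven GTP hydrolysis; strong numbers were not always called active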
NTR1 agonist cell count 20 µM: further read-out of NTR1 agonist, marked with its call; cell count; measured here: cell count, cytotoxicity flag
The depositor's hits bear a star; / = not tested or not shown; [ ] = another dose, or the depositor's remark. This is a subset; rates above refer to the full screens.

SMILES	GPR55 LPI antagonism	GPR55 activation	NOD1 inhibition	UTI89 phage lysis	KOR beta-arrestin-1	NTR1 agonist	NTR1 agonist cell count 20 µM	GPR35 arrestin U2OS	KOR beta-arrestin-2	MgcRacGAP inhibition
COCCN(C(=O)Nc1ccc(OC)cc1)c1nc2ccccc2s1	-1%	-0.2%	-30%	0.4%	-1.7%	0.7	54	2%	-26%	11%
CCOc1ccc(N(CC(=O)Nc2c(C)n(C)n(-c3ccccc3)c2=O)S(=O)(=O)c2ccc(F)cc2)cc1	-2%	-0.1%	-25%	0.1%	0.9%	0.4	64	6%	-1%	4%
N#C/C(=C(/O)COc1ccccc1)c1nnc2n1CCCCC2	-1%	-0.4%	-16%	-0.1%	-7.6%	-1.2	46	22%	19%	12%
CC(=O)c1c(N=CN(C)C)nc(C)nc1-c1ccccc1	8%	0.3%	-2%	0.4%	3.0%	1.6	37	7%	-4%	6%
Cc1cc(=O)n2[nH]c(SCc3ccccc3Cl)nc2n1	9%	-0.1%	-4%	0.2%	-7.7%	-0.2	88	-4%	-7%	13%
CCCCCCCN1CCC(=O)N([C@H](CO)Cc2ccccc2)CC1	9%	0.0%	-21%	0.3%	-1.6%	1.0	68	2%	-31%[20 µM]	3%
CSc1ccccc1NC(=O)CN1CCN(c2ccccn2)CC1	-13%	0.0%	5%	-0.1%	-3.7%	0.1	48	-7%	23%	7%
CC(C)(C)CN1CCNC(=O)C1CC(=O)NCCc1cnn(-c2ccccc2)c1 (stereo not given)	4%	0.6%	23%	1.1%	/	-0.8	52	-29%	-11%[20 µM]	-2%
O=C(Nc1ccncc1)Nc1cccc(Cl)c1Cl	6%	-0.1%	-13%	0.0%	4.3%	1.3	71	-10%	-23%	13%
CCOc1ccc(NS(=O)(=O)c2ccc3c(c2)CCN3C(C)=O)cc1	0%	-0.1%	4%	-0.1%	-2.1%	-0.3	89	3%	3%	3%
COc1ccc(-c2nnc(NC(=O)c3ccc([N+](=O)[O-])o3)o2)c(OC)c1	15%	-0.2%	/	0.0%	-1.7%	0.7	73	-11%	12%	6%
COc1cccc(CNc2nc(SC)ncc2CO)c1	7%	0.9%	-15%	1.3%[50 µM]	0.0%	0.2	67	1%	-14%	4%
O=C(c1coc2ccc(O)c(CN3CCOCC3)c12)C1CC1	14%	-0.2%	-16%	0.4%	-3.2%	-2.4	94	3%	11%	6%
OC(COC(c1ccccc1)c1ccccc1)CN1CCN(c2cccc(Cl)c2)CC1 (stereo not given)	30%	-0.1%	21%	-0.3%	-0.9%	7.6	48	-1%	-11%	16%
Fc1cccc(Cl)c1/C=N/Nc1c(Cl)cncc1Cl	9%	0.1%	62%	1.3%[50 µM]	7.1%	4.2	80	13%	-57%	5%
CCOc1cc(C(=O)Nc2c(C)ccc3nsnc23)cc(OCC)c1OCC	5%	1.0%	13%	-0.2%	-6.2%	1.7	86	-6%	-16%	5%
CCOc1c(OC)cccc1C1CC(=O)Nc2cc(OC)c(OC)cc21 (stereo not given)	2%	0.0%	-17%	-1.9%	-3.0%	-0.7	59	-2%	7%	7%
CCOc1ccc(NC(=S)N(CCOC)C(C)c2ccco2)cc1 (stereo not given)	-3%	0.0%	6%	0.1%	-2.5%	-0.6	62	-12%	8%	11%
COc1ccc2[nH]c(=O)c(CN(C(C)=O)c3ccc(C)cc3C)cc2c1	-3%	-0.3%	-11%	-1.7%	-5.6%	-0.3	74	-21%	-39%[20 µM]	5%
CCOC(=O)c1sc2ncnc(Nc3cccc(C(=O)O)c3)c2c1C	6%	-0.1%	55%	-0.6%	4.3%	2.1	56	-7%	-6%	11%
CC(C)Oc1ccc(CNCC2(O)CCOC(C)(C)C2)cc1 (stereo not given)	8%	0.4%	-11%	6.3%	-1.0%	0.5	76	-5%	-5%	13%
C=CCSc1nnc(NC(=O)c2cccc(S(=O)(=O)N3CCOCC3)c2)s1	-13%	-0.1%	27%	-2.6%	3.5%	0.6	71	-1%	-52%	6%
O=S(=O)(c1ccc(S(=O)(=O)N2CCN(C3CCCCC3)CC2)cc1)N1CCCCCC1	6%	0.3%	1%	-0.2%	0.3%	/	/	0%	-28%	5%
CCOc1ccccc1/C=N\Nc1cnn(Cc2ccccc2)c(=O)c1Cl	9%	-0.5%	-22%	-0.3%	-2.6%	3.3	37	-12%	48%	5%
CCOC(=O)N1CCC(c2cc(=O)n3[nH]cc(C(=O)OC)c3n2)CC1	11%	0.9%	-13%	-0.3%	-2.6%	-3.6	61	2%	9%	1%
C/C(=N\Nc1ccc(C(F)(F)F)cc1[N+](=O)[O-])C1CC1	-3%	-0.2%	-28%	2.7%[50 µM]	0.5%	1.4	45	-11%	-13%	0%
CC1CCCC(C)N1CCCNC(=O)CCn1c(=O)c2cccn2c2cccnc21 (stereo not given)	8%	-0.1%	8%	0.1%	-1.9%	0.0	60	7%	0%	15%
Cc1ccc(/C=C/C(=O)N2CCc3ccccc3C2)cc1	12%	-0.1%	-68%	0.8%	2.7%	-0.4	64	-7%	-33%	11%
O=C(CSc1nc2ccccc2c(=O)n1-c1ccc(OC(F)F)cc1)NCc1cccs1	3%	-0.3%	-6%	3.2%	-6.4%	0.4	49	-2%	-49%	11%
O=C(COC(=O)c1cc[n+]([O-])cc1)NCc1ccccc1Cl	8%	-0.2%	-24%	0.8%	-3.0%	1.9	47	-3%	19%	4%
COc1cc(/C=N/NC(=O)c2cnccn2)cc(OC)c1OC	4%	-0.1%	-5%	1.3%[50 µM]	-2.4%	0.0	48	-4%	0%	4%
Cn1c(SCC(=O)Nc2ccc3nc(SCC(=O)NC4CC4)sc3c2)nnc1-c1ccccc1	7%	0.0%	-3%	6.9%	-1.9%	-0.1	69	4%	-10%	6%
CC(=O)C1=C(C)N(CC2CC2)C(=O)N[C@H]1c1cccs1	4%	0.2%	-42%	1.3%	-0.9%	-1.7	89	-16%	-8%	14%
COc1ccc(C(=O)N2CCN(CCc3ccccn3)CC2)cc1	2%	-0.3%	9%	0.3%	2.0%	0.3	97	-10%	-12%	-4%
Cc1cc(C)c(NC(=O)CSc2nccn2C)c(C)c1	0%	-0.3%	-6%	0.2%	-0.3%	0.9	49	10%	5%	-4%
Cc1cc(Cl)ccc1OCC(=O)NC(=S)Nc1ccc(Cl)cn1	15%	0.2%	-34%	1.3%[50 µM]	2.7%	-0.7	49	18%	10%	6%
COc1cccc(/C=N/NC(=O)c2ccoc2C)c1O	10%	0.3%	-13%	-2.4%[50 µM]	-5.0%	1.6	67	5%	16%	14%
O=C(Nc1nccs1)C1C2/C=C\CCCCC21 (stereo not given)	2%	0.0%	/	0.6%	2.8%	1.7	53	-4%	18%	13%
Cn1c(=O)c2c(nc(Cl)n2CC(=O)N2CCCCC2)n(C)c1=O	-17%	-0.4%	-27%	0.2%	/	-0.5	50	-6%	/	6%
COc1ccc(-c2cc(C)no2)cc1S(=O)(=O)Nc1ccccc1	-1%	-0.1%	14%	0.1%	-2.7%	-0.5	51	13%	-19%	10%
Cc1cc(CNC(=O)CC2C(=O)NCCN2Cc2ccccc2)nn1C (stereo not given)	15%	-0.1%	1%	0.4%	0.2%	-0.2	55	6%	12%	10%
C#Cc1cccc(C(=O)N2CCCC(C(=O)c3ccc(OC)cc3C)C2)c1 (stereo not given)	1%	-0.1%	-6%	0.0%	5.3%	-0.5	55	-12%	-26%	8%
COc1cccc(/C(O)=C2/C(=O)C(=O)N(CCN(C)C)C2c2ccc(Br)cc2)c1 (stereo not given)	13%	-0.2%	-11%	-1.0%	-7.0%	1.3	81	0%	-39%	12%
C=C(C)CNC(=O)c1ccc2nc(Cc3ccc(OC)cc3)oc2c1	14%	-0.3%	-56%	0.4%	5.5%	-0.8	58	0%	-33%[20 µM]	8%
O=C(CSc1ccc(-c2ccco2)nn1)NCCc1ccccc1	1%	0.2%	7%	0.9%	5.4%	0.3	68	-3%	-26%	7%
C/C=C/c1ccc(OCC(=O)Nc2cc(C(F)(F)F)ccc2N2CCOCC2)c(OC)c1	12%	-0.2%	-9%	0.8%[50 µM]	4.9%	7.7	71	6%	-36%	5%
Cc1ccnc(N2C(=O)C3C4CC(C(Br)C4Br)C3C2=O)c1 (stereo not given)	4%	0.6%	-5%	0.0%	-0.8%	-0.3	73	-7%	-5%	5%
COc1ccc(NC(=O)CSc2nccn2Cc2ccccc2)cc1	-13%	0.3%	35%	-0.2%	-3.6%	0.3	58	1%	44%	4%
COc1ccc(C2C(C(C)=O)=C(C)Nc3ncnn32)cc1[N+](=O)[O-] (stereo not given)	-8%	-0.1%	6%	0.3%	2.9%	0.1	82	1%	-44%	7%
COCCNC(=O)C(c1ccc(OC)cc1)N(Cc1ccco1)C(=O)CCC(=O)Nc1ccccn1 (stereo not given)	-12%	-0.1%	19%	0.5%	0.5%	-1.4	47	2%	-38%	8%
COc1cccc(/C=C/C(=O)OCC(=O)Nc2cc(C(F)(F)F)ccc2Cl)c1	7%	-0.2%	-19%	-3.6%	1.0%	-1.3	57	0%	-10%	-9%
NS(=O)(=O)c1cccc(NC(=O)CN2CCc3ccccc32)c1	13%	0.2%	-35%	0.1%	-3.6%	-1.0	50	-2%	-5%	3%
O=C(O)c1cc(S(=O)(=O)N2CCCCC2)sc1Cl	8%	0.1%	-22%	1.7%[50 µM]	-1.4%	0.0	65	20%	11%	11%
COc1ccc(CNC(=O)c2c(-c3cc(Cl)c(OC)c(Cl)c3)noc2C)cc1	-2%	-0.2%	21%	-4.3%	-2.2%	0.9	69	-3%	-9%	2%
CN(Cc1ccccc1)C(=O)COC(=O)COc1ccc(C#N)cc1	13%	0.0%	9%	1.2%[50 µM]	-6.6%	0.1	61	6%	36%	10%
Cc1cc(-n2c(C)cc(C(=O)CSc3nc(N)cc(=O)[nH]3)c2C)no1	-6%	0.3%	10%	3.7%	-2.0%	4.8	54	6%	19%	2%
O=C(CNC(=O)c1cccs1)OCc1ccc(Cl)cc1	2%	1.4%	-2%	-0.1%	-2.9%	-1.4	50	-6%	0%	3%
COC(=O)c1cc(-c2ccc(OC)cc2)on1	9%	-0.1%	-49%	-0.1%	-0.8%	-1.6	53	-3%	21%	0%
CCCc1cc2c(=O)c(-c3ccccn3)c(C)oc2cc1O	-14%	-0.3%	1%	3.4%	16%	1.3	51	10%	29%	4%

Assay outcomes from PubChem.
